Source: PubChem BioAssay (several laboratories)
DDE Tn6 FP inh = disrupts Tn6 cyclic peptide binding to fibrin D-Dimer-E complex; P02675; Fibrin DD(E) TRITC-Tn6 fluorescence polarization displacement; inhibition, % at 8.3 µM; 370,000 tested, 0.21% active; AID 720509;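 active = inhibition above a per-campaign cutoff: mean of compounds within control limits plus 3 SD, cut at about 15% in these data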;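 also: 0% = median of all compound wells on the plate and 100% = blocking peptide control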
Target sequence (P02675 whole entry, looked up): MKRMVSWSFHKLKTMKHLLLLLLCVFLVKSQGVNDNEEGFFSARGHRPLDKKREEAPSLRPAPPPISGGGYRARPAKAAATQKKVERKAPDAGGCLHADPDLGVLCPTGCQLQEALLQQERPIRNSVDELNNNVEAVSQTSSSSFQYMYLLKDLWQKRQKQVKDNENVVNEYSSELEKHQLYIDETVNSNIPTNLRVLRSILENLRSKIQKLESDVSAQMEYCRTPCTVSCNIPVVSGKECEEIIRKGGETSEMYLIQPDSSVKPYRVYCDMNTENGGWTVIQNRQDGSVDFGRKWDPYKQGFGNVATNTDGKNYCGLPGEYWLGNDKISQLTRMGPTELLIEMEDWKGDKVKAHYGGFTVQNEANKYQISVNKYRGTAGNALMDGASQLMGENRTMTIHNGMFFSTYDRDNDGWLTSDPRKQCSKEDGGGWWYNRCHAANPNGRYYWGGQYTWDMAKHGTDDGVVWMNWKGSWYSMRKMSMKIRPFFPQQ
NPR2 activator = GC-B (human) receptor activation; HEK293-GC-B cells, CNP EC30, cGMP TR-FRET; 0% at EC30 CNP, 100% saturating CNP; activation, % at 10 µM; 370,000 tested, 0.11% active;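 active = activation at 10 µM reaching about 35% in either raw or pattern-adjusted values, limit read from the data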
KLK7 zymogen act = proKLK7 (human) activation, primary screen. purified proKLK7, EDANS-DABCYL substrate fluorescence; 100% is mature enzyme control, 0% vehicle. activation, % at 7 µM. 370,000 tested, 0.9% active. AID 652039;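 active = activation above the mean of all tested compounds plus 3 SD, computed per campaign excluding outliers beyond control limits, cut at about 13% in these data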
ASAP1 GAP inh = ASAP1 ArfGAP inhibition | ASAP1-stimulated ARF1 GTP hydrolysis, GDP FP detection | inhibition, % at 16.5 µM | 360,000 tested, 0.19% active; in the data active = inhibition above about 25%;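 also: 0% = vehicle with enzyme and substrate and 100% = no enzyme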
ADAM10 inh = ADAM10 inhibition, QFRET primary screen. O14672. AID 720582. inhibition, % at 7 µM. 370,000 tested, 0.62% active. recombinant ADAM10, EDANS/DABCYL FRET peptide cleavage, 3 h;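 active = inhibition above a per-campaign cutoff equal to the mean of compounds falling between control-based bounds plus 3 SD, cut at about 20% in these data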;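 also: 0% = DMSO wells while the 100% control is not disclosed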
ARFGAP1 inh = inhibitors of rat ARFGAP1; Q62848; Arfgap1-stimulated ARF1 GTP hydrolysis, GDP FP detection; inhibition, % at 16.5 µM; 360,000 tested, 0.26% active; AID 651572;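 active = inhibition above a per-plate limit, mean inhibition of low control wells plus 3 SD, cut at about 25% in these data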;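 also: 0% = DMSO wells with enzyme and 100% = wells lacking Arfgap1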
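Material: rat Arfgap1 GAP domain (His6, aa 1-136), purified enzyme. Also added: human ARF1(Δ1-17)-GTP substrate. Compound dosing: 16.5 µM single point, 1.26% DMSO. Timing: enzyme reaction 120 min at 25 °C after 20 min preincubation. Signal: GDP detection by fluorescence polarization. Read-out basis: percent inhibition of GAP-stimulated GDP formation, scaled between DMSO and no-Arfgap1 medians.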
GC-A act = GC-A (human) enzyme activation. P16066. HEK293 GC-A cells, cGMP TR-FRET, EC30 ANP; 0% at EC30 ANP, 100% saturating ANP. activation, % at 10 µM. 370,000 tested, 0.14% active; in the data active = activation above about 40%
HGIII-sPLA2 inh = Blocks human group III sPLA2 activity. AID 743126. QFRET BODIPY PC-A2 liposome hydrolysis, fluorescence. inhibition, % at 12.2 µM. Q9NZ20. 370,000 tested, 0.56% active;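 active = inhibition above mean plus 3 SD of compounds lying within the high and low control bounds, cut at about 19% in these data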;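 also: 0% = median of test compound wells and 100% = no enzyme DMSO wells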
Target sequence (Q9NZ20 whole entry, looked up): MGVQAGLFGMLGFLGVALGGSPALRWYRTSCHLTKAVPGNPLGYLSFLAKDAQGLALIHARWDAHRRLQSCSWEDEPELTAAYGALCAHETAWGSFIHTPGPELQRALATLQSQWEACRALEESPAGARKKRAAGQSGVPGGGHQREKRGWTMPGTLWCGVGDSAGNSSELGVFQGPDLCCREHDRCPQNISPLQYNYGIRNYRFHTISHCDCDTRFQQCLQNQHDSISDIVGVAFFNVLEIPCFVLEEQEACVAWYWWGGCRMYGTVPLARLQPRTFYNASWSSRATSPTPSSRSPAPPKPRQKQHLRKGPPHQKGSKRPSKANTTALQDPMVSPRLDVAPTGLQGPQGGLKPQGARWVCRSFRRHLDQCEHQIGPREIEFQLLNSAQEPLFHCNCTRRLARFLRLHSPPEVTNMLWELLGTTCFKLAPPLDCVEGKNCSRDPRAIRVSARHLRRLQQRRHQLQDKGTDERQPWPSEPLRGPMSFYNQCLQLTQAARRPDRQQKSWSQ
FXN GAA850 act = increases GAA850 frataxin promoter reporter activity; HEK293 lucGAA850 FXN promoter luciferase reporter, 24 h; percent of 10 µM SAHA response; activation, % at 6 µM; 360,000 tested, 0.56% active;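 active = activation above the average of all compounds screened plus 3 SD, cutoff fixed separately per campaign, cut at about 7.5% in these data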;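 also: 0% = DMSO wells and 100% = 10 µM SAHA wells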
rCAG binder = molecules binding r(CAG) RNA repeats. r(CAG) RNA repeat, TO-PRO-1 dye displacement fluorescence. inhibition, % at 3 µM. 370,000 tested, 1.3% active. AID 651821;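 active = inhibition above the plate cutoff, the mean of all test compounds on that plate plus 3 SD, cut at about 35% in these data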;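 also: 0% = DMSO alone and 100% = 100 µM mitoxantrone as full dye displacement; higher means more dye released from RNA so lower well fluorescence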
* marks the source's active call; other numbers are inactive results; i = inactive; · = no result given.

SMILES	DDE Tn6 FP inh	NPR2 activator	KLK7 zymogen act	ASAP1 GAP inh	ADAM10 inh	ARFGAP1 inh	GC-A act	HGIII-sPLA2 inh	FXN GAA850 act	rCAG binder
CC(C)(C)OC(=O)N/N=C/c1ccc(C(=O)O)cc1	-1	4	0.5	-8	11	-2	3	-1	2.1	2
O=C(O)/C=C/c1cn(Cc2ccccc2)nc1-c1ccccc1	-4	3	-0.8	-9	-5	0	-4	-4	1.7	0
CNC(=O)C(=O)NCCN1CCN(C(=O)c2ccc([N+](=O)[O-])cc2)CC1	-1	-1	-0.4	2	1	17	2	9	1.6	-2
O=C(NCc1cccc(C(F)(F)F)c1)c1ccc(=O)[nH]c1	6	-4	-0.3	4	3	-4	1	7	-0.9	-2
O=C(Cn1c(=O)c2cccn2c2ccccc21)Nc1ccc(F)cc1F	0	-1	0.1	3	-2	-3	-1	4	1.5	11
COc1cccc(N2CCN(C3C4CC5CC(C4)CC3C5)CC2)c1 (stereo not given)	-1	-7	0.6	-20	-11	2	-3	3	-0.9	-2
O=C(NCC1CCCO1)C1CCCN1C(=O)Nc1ccc(Cl)cc1 (stereo not given)	-2	3	0.1	0	-2	2	-2	-2	-0.1	-3
COc1ccccc1NC(=O)N(Cc1ccccc1)C1=NCC(C)S1 (stereo not given)	-1	1	0.3	-2	2	-10	-2	8	-0.1	2
O=C(Cn1cnc2nc3n(c2c1=O)CCC3)NCc1ccccc1	-2	1	-0.1	2	2	2	2	9	0.7	2
CCN(CC)C(=O)c1sc2nc(-c3cccs3)cc(-c3cccs3)c2c1N	-8	-4	-1.6	14	-122	-8	0	4	3.0	15
COc1cc2c(cc1OC)CN(CC(=O)NC(=O)NC(C)(C)C)CC2	7	1	5.1	-6	-12	-7	1	0	1.1	-6
O=C(Nc1ccccc1)ON=C1CCCC1	-4	2	-0.3	-2	-6	0	3	13	2.6	-4
O=C1CSC(c2cn(-c3ccccc3)nc2-c2cccs2)N1CC1CCCO1 (stereo not given)	-5	-4	-0.1	8	6	9	-3	-6	-1.7	-1
C(=C\c1ccco1)/c1ccc2ccccc2n1	7	-5	-0.3	0	-17	-8	3	1	1.3	19
Cc1ccc(-c2noc(CN3CCCCC3)n2)cc1	5	3	0.2	7	2	-5	-2	-3	3.3	-4
COc1ccc2c(c1)N(C)/C(=C/c1cccc[n+]1C)S2	2	-16	0.2	-4	3	-6	-8	5	-1.4	-23
C=CCN(CC#Cc1ccc(C(F)(F)F)cc1)Cc1ccc(OC)cc1OC	1	3	0.2	·	-12	·	3	12	·	3
Cc1nn(S(=O)(=O)c2ccccc2)c(C)c1S(=O)(=O)N1CCOCC1	-1	-2	0.7	5	1	2	2	-3	2.8	2
Cc1cc(O)c(-c2cc(C(=O)Nc3sc4c(c3C(=O)NCc3ccco3)CCC4)[nH]n2)cc1C	-1	3	-5.8	2	-10	1	1	2	2.5	8
Cc1cccc(C(CC(=O)N2CCCC2)c2ccccc2)c1O (stereo not given)	7	-11	0.4	-4	-13	-10	-9	-1	-4.1	-2
O=C(NC1CCCCC1)C(c1cccnc1)N(C(=O)c1csnn1)c1ccccc1F (stereo not given)	4	-1	-0.1	-3	0	5	1	6	-1.6	-5
Nc1nnn(CC(=O)N/N=C/c2ccco2)n1	2	2	-0.2	-2	-3	-18	0	-5	-0.3	0
Cn1nc(C(=O)NCC(=O)Nc2ccc(F)c(F)c2)ccc1=O	-8	-4	-0.8	7	-13	0	1	16	0.1	4
OCCN1CCN(C(=S)Nc2ccc(Oc3ccccc3)cc2)CC1	2	0	0.1	9	12	-4	6	4	1.1	7
CC(C)c1ccc(S(=O)(=O)Nc2ccc3c(c2)OCO3)cc1	6	4	0.5	2	8	-1	2	-23	0.8	7
O=C(Cc1cc(=O)oc2cc(O)ccc12)N[C@@H](Cc1c[nH]c2ccccc12)C(=O)O	-3	0	16*	-1	i	-2	5	-2	1.5	5
CC(C)(C)NCC(O)COc1c(F)cc(Br)cc1F (stereo not given)	7	5	0.2	-9	6	-4	5	2	0.9	3
O=[N+]([O-])c1cccc(CN2CCN(Cc3ccco3)CC2)c1	-6	8	0.5	5	-3	-6	1	4	2.6	-3
Cc1cc(C)c(S(=O)(=O)/N=C2/C=C(Sc3ncn[nH]3)C(=O)c3ccccc32)cc1C	0	-6	-3.8	14	1	-8	-15	-20	-13	56*
O=C1c2ccccc2C(Nc2cccnc2)N1Cc1ccccc1 (stereo not given)	2	-5	-0.4	-6	1	-14	-10	8	-0.7	0

Three compounds from above, limited to FXN GAA850 act and NPR2 activator.
Molecule | FXN GAA850 act | NPR2 activator
Cc1nn(S(=O)(=O)c2ccccc2)c(C)c1S(=O)(=O)N1CCOCC1 | 2.8 | -2
C=CCN(CC#Cc1ccc(C(F)(F)F)cc1)Cc1ccc(OC)cc1OC | · | 3
OCCN1CCN(C(=S)Nc2ccc(Oc3ccccc3)cc2)CC1 | 1.1 | 0

Next part.
SMILES	DDE Tn6 FP inh	NPR2 activator	KLK7 zymogen act	ASAP1 GAP inh	ADAM10 inh	ARFGAP1 inh	GC-A act	HGIII-sPLA2 inh	FXN GAA850 act	rCAG binder
C=CCn1c(CNC(=O)c2ccco2)nnc1SCC(=O)c1ccc(F)cc1	-1	2	-0.7	-9	-6	0	0	-10	-0.8	2
CCOc1ccccc1N1CCN(C(=O)c2ccc3[nH]c(C)c(C)c3c2)CC1	-12	1	-0.7	-11	11	8	-2	-29	-4.0	-6
Cc1cc(NC(=O)/C(C#N)=C\c2ccc(-c3ccc(SC(F)F)cc3)o2)n(-c2ccccc2)n1	-13	-3	-1.2	5	-36	10	0	-2	-0.6	8
O=C(COC(=O)c1nc(Cl)ccc1Cl)NC1CCS(=O)(=O)C1 (stereo not given)	-2	2	-0.3	9	-2	3	4	0	-0.2	-1
Nc1cccnc1Oc1ccccc1F	0	1	0.4	0	-1	12	-1	-4	-0.6	0
N#Cc1c(N2CCCCC2)nc(N)c2c(N)nc3c(c12)CC(c1ccccc1)O3 (stereo not given)	-1	-1	-16	-14	-326	-6	6	-6	0.8	12
COc1ccccc1C(CC(=O)c1ccccc1)C(=O)c1ccccc1 (stereo not given)	-13	-4	3.7	-5	7	10	-7	-1	·	5
Cc1ccc2c(c1)N(CC(=O)NC1CCCC(C)C1C)C(=O)c1cccnc1O2 (stereo not given)	5	4	0.4	22	1	5	-5	-3	-11	-5
O=C(NNc1ccc(C(F)(F)F)cc1[N+](=O)[O-])c1ccc(NS(=O)(=O)c2ccc(F)cc2)cc1	-5	-4	-0.5	8	16	11	-11	-60	-2.4	71*
Nc1c2c(=O)oc(-c3ccccc3)cc2nn1-c1ccccc1	0	-13	-1.4	-12	-147	16	-33	-5	1.4	9
Cc1c(NC(=O)C(C)OC(=O)/C=C/c2ccccc2)c(=O)n(-c2ccccc2)n1C (stereo not given)	3	4	-0.2	14	10	-2	2	1	0.8	-4
COc1ccc(CCN(C)C2CCCN(S(=O)(=O)c3ccccc3F)C2)cc1OC (stereo not given)	8	5	-0.2	-10	2	-3	-1	8	1.7	-3
O=C1COc2ccccc2C(c2nc3ccccc3[nH]2)N1Cc1ccccc1 (stereo not given)	-6	-16	-0.1	-1	3	-1	-15	2	·	2
COc1ccc(N/N=C(\C=N\O)C(=O)c2ccc(OC)cc2)cc1	7	-4	0.7	2	2	9	-8	-10	-3.0	17
CCN1CCN(CC(O)COc2ccc(C(C)=O)cc2)CC1 (stereo not given)	-1	6	0.1	-1	6	9	0	4	-1.6	2
Cc1ccc(-c2nnn(CC(=O)N3CCCc4ccccc43)n2)cc1	7	-8	0.0	18	8	11	-17	-11	2.0	0
Cc1cc(C(C)(C)C)ccc1Oc1cccc2c1S(=O)(=O)N(C1CCCC1)CC(COCc1ccccc1)O2 (stereo not given)	0	0	0.0	15	4	4	3	10	0.6	8
COc1ccccc1C(C#N)c1cccc(Cl)n1 (stereo not given)	2	6	0.5	6	1	-5	-1	-4	2.3	1
O=C(Nc1ccc(N2CCN(C(=O)c3ccc(Cl)cc3)CC2)cc1)c1cccnc1	-5	-4	0.7	8	3	6	-2	-7	-4.2	-5
COc1ccc(CNC(=O)CN(Cc2ccc(C)cc2)S(=O)(=O)c2ccc(Cl)cc2)cc1	6	4	0.5	-6	0	-3	0	-8	0.7	-2
CCN1CCN(c2ncnc3sc(C)c(-c4ccccc4)c23)CC1	2	-4	0.2	5	9	-5	-4	-1	0.8	-10
OC(CNC1CCCCC1)CNC1CCCCC1	4	4	0.3	0	1	0	3	-1	0.3	1
Cc1ccc(N(CC(=O)NCCSCc2ccco2)S(C)(=O)=O)cc1	4	2	0.6	5	-4	-4	-1	4	-1.6	-4
CC(=O)Nc1ccc(NC(=O)CSc2nc(=O)n3cccc(C)c3n2)cc1	0	-1	0.1	6	0	-3	2	0	-1.0	2
Cc1ccc(NC(=O)CSCc2c(C)noc2C)cc1C	6	3	0.5	3	4	0	2	-2	0.8	-4

Molecules above with a furan ring, fused or not:
SMILES	DDE Tn6 FP inh	NPR2 activator	KLK7 zymogen act	ASAP1 GAP inh	ADAM10 inh	ARFGAP1 inh	GC-A act	HGIII-sPLA2 inh	FXN GAA850 act	rCAG binder
C(=C\c1ccco1)/c1ccc2ccccc2n1	7	-5	-0.3	0	-17	-8	3	1	1.3	19
Cc1cc(O)c(-c2cc(C(=O)Nc3sc4c(c3C(=O)NCc3ccco3)CCC4)[nH]n2)cc1C	-1	3	-5.8	2	-10	1	1	2	2.5	8
Nc1nnn(CC(=O)N/N=C/c2ccco2)n1	2	2	-0.2	-2	-3	-18	0	-5	-0.3	0
O=[N+]([O-])c1cccc(CN2CCN(Cc3ccco3)CC2)c1	-6	8	0.5	5	-3	-6	1	4	2.6	-3
C=CCn1c(CNC(=O)c2ccco2)nnc1SCC(=O)c1ccc(F)cc1	-1	2	-0.7	-9	-6	0	0	-10	-0.8	2
Cc1cc(NC(=O)/C(C#N)=C\c2ccc(-c3ccc(SC(F)F)cc3)o2)n(-c2ccccc2)n1	-13	-3	-1.2	5	-36	10	0	-2	-0.6	8
Cc1ccc(N(CC(=O)NCCSCc2ccco2)S(C)(=O)=O)cc1	4	2	0.6	5	-4	-4	-1	4	-1.6	-4
